FXIa mix inh: factor XIa (human) inhibition, mixture screen; purified FXIa, fluorogenic substrate, pooled mixtures; inhibition, % at 5 µM; 62,000 tested, 0.19% active; AID 680; in the data active = inhibition above about 20%, passing the limit was not always enough;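 also: each value is inhibition by a whole ten-compound pool holding the compound; 0% = enzyme with no mixture and 100% = wells lacking enzyme; strong numbers were not always called active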
Target sequence (P03951 19-387 limits assumed): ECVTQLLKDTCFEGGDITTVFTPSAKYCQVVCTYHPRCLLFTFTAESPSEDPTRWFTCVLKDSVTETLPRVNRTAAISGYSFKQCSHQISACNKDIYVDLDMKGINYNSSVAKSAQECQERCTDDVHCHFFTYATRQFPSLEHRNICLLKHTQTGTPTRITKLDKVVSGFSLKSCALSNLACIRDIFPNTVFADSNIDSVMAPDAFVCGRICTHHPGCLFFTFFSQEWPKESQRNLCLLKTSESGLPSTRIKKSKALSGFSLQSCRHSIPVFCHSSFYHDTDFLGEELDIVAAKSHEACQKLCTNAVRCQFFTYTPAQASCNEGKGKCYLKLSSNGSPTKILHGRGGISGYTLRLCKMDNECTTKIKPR
Target sequence (P03951 388-625 limits assumed): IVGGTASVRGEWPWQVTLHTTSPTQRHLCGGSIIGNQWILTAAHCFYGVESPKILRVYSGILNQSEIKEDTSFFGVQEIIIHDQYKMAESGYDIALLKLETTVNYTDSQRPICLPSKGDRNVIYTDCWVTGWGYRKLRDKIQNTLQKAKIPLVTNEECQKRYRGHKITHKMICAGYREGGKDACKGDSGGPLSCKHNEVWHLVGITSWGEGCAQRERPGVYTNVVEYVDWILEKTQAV
CatS inh: blocks human cathepsin S protease activity. P25774. recombinant cathepsin S, AMC dipeptide fluorescence, pooled mixtures. inhibition, %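 (tested at 5 µM per compound within 10-compound mixtures)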. 62,000 tested, 0.06% active; in the data active = inhibition above about 32%, passing the limit was not always enough;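 also: 0% = enzyme without compound and 100% = blank without enzyme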
Target sequence (P25774 115-331 limits assumed): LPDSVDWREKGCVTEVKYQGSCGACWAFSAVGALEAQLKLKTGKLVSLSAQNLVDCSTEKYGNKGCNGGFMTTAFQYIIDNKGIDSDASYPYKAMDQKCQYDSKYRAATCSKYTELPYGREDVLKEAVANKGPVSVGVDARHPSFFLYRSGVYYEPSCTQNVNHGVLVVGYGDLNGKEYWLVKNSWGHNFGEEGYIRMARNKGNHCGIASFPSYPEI
CatB mixtures: inhibitors of human cathepsin B in compound mixtures | Purified cathepsin B, AMC dipeptide fluorescence | inhibition, %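 (ten-compound pools at 5 µM per compound and 50 µM total)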 | 62,000 tested, 0.06% active; in the data active = inhibition above about 22%, passing the limit was not always enough;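 also: 0% = enzyme without compound and 100% = no enzyme blank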
C1s block: human complement C1s inhibition; P09871; purified C1s, fluorogenic AMC substrate, pooled mixtures; mean inhibition % of two 10-compound mixtures (active compounds read high), % at 5 µM (by protocol); 62,000 tested, 0.16% active; AID 538;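 active = inhibition above 20% in each of the two 10-compound mixture wells holding the compound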;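 also: 0% = enzyme wells lacking compound mixture and 100% = no-enzyme blank wells; some compounds called inactive have numbers as strong as hits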
AP complement: orthogonal test for alternative complement pathway inhibitors; Human serum alternative complement pathway, LPS-coated ELISA, C3 deposition; tested in compound mixtures; inhibition, % at 5 µM; 62,000 tested, 0.08% active;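 active = inhibition above 30% in each of the two pooled mixtures holding the compound, so the lower value exceeds 30%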;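 also: 0% = serum in Mg-EGTA without compound and 100% = EDTA serum blank; some compounds past the cut are filed as inactive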
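Assay system: human serum alternative complement pathway, C3 deposition on LPS-coated wells; Dosing: 5 µM per compound in ten-compound mixtures; Detection: Anti-C3 ELISA, OD 450 nm; Buffer or medium: Mg2+-EGTA GVB++ buffer containing human serum at 1:15 dilution; Timing: 1 h at 37 °C; Replication: two different pools per compound.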
Ec RNAP inh: Escherichia coli RNA polymerase inhibition. 62,000 tested, 0.2% active. inhibition, %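 (tested at 10 µM)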. E. coli RNA polymerase, fluorescence transcription assay; in the data active = inhibition above about 20%;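 also: 0% = enzyme without compound and 100% = no enzyme blank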
CatL block: blocks human cathepsin L protease activity. P07711. inhibition, %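 (tested at 10 µM)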. purified cathepsin L, fluorogenic substrate, fluorescence. AID 460. 58,000 tested, 0.17% active; in the data active = inhibition above about 45%;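 also: 0% = enzyme with no compound and 100% = no enzyme blank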
CatB inh: inhibitors of human cathepsin B. P07858. purified cathepsin B, fluorogenic substrate, fluorescence. inhibition, %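 (tested at 10 µM)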. 63,000 tested, 0.1% active. AID 453; in the data active = inhibition above about 21%;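 also: 0% = enzyme with no compound and 100% = no enzyme blank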
Cathepsin G inh: cathepsin G (human) inhibition; 62,000 tested, 0.2% active; inhibition, % at 5 µM (by protocol); purified enzyme, AMC-tetrapeptide fluorescence, pooled mixtures; P08311; AID 581;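 active = inhibition above 20% in each of the two mixture wells holding the compound; inactive = inhibition of 20% or less in either well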;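 also: 0% = enzyme control without mixture and 100% = blank lacking enzyme; strong numbers were not always called active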
An asterisk follows results filed as active; nt = not tested or not shown. The list is partial. The share of hits here may be higher or lower than overall.

SMILES	FXIa mix inh	CatS inh	CatB mixtures	C1s block	AP complement	Ec RNAP inh	CatL block	CatB inh	Cathepsin G inh
CCCCn1c(=NC(C)=O)c(C#N)cc2c(=O)n3cccc(C)c3nc21	-17	1	-6	-129	1	-28	-70	-18	-14
Cc1onc(-c2ccccc2)c1C(=O)Nc1ccc2c(C)cc(=O)oc2c1	-1	4	2	4	7	3	-14	-3	9
COCCN1C(=O)C(=O)/C(=C(/O)c2cccc(OC)c2)C1c1ccco1 (centres undefined)	10	-15	3	-5	14	4	-9	-5	0
Cc1[nH]nc2c1C(Cc1ccccc1)C(C#N)=C(N)O2 (centres undefined)	13	4	1	-2	13	-1	4	-4	6
COC(=O)c1cc2ccc(OC)c(OC)c2c(=O)s1	6	1	-1	3	2	4	6	1	-1
COCCCNC(=O)CSC1=Nc2ccccc2C2=NC(Cc3c[nH]c4ccccc34)C(=O)N12 (centres undefined)	7	0	4	15	17	2	nt	6	8
Cc1cc(C)n(Cc2cccc(F)c2)c(=O)c1C#N	6	-5	1	12	19	3	-6	1	8
COc1ccc(Cn2c(=O)sc3ccccc32)cc1OC	-1	4	-5	-50	1	4	11	3	1
CC(=O)c1cccc(NC(=O)N2CCCC2C(=O)Nc2cc(C)ccc2C)c1 (centres undefined)	4	-2	1	15	12	9	5	-1	13
O=C(c1ccccc1)c1ccc2nc[nH]c2c1	4	-10	5	5	7	7	11	-1	12
COc1cccc(NC(=O)CN2CCN(S(=O)(=O)c3ccc(C(C)C)cc3)CC2)c1	2	11	4	-5	11	9	10	6	10
CCC(C)(C)n1nnnc1C(C(C)C)N1CCSCC1 (centres undefined)	3	-6	2	6	12	7	6	3	9
COc1ccc(CN2CCC(C(=O)N3CCN(c4ccccc4F)CC3)CC2)cc1OC	5	6	-3	-11	-2	0	0	-2	-5
CCOC(=O)COc1ccc2c(c1)C(=O)CC(C)(C)O2	-13	-4	-3	-33	1	-4	-40	-2	-1
CCOC(=O)c1sc2nc3n(c(=O)c2c1C)CCC(C)CC3 (centres undefined)	11	11	1	-3	18	2	7	2	-4
Cc1cccc2nc(C(F)(F)F)nc(=O)n12	-1	7	3	6	17	11	1	4	11
O=C(CSc1nnc(Cn2c(=O)sc3ccccc32)n1-c1ccccc1)NCC1CCCO1 (centres undefined)	16	17	6	5	7	15	24	1	8
CN(c1ccc(C(=O)NCc2ccc3c(c2)OCO3)cc1)S(C)(=O)=O	15	10	-3	-4	6	-3	22	-1	1
O=C(Nc1nc(-c2nc3ccccc3s2)cs1)c1ccco1	1	-5	-2	-47	10	5	-6	1	5
Cc1cc2c(c(=O)n1CCN(C)C)C(c1ccc(Cl)cc1)C(C#N)=C(N)O2 (centres undefined)	7	10	6	-10	5	8	2	6	-2
O=C(CCCCCN1C(=O)CCC1=O)Nc1ccc2c(c1)OCO2	5	-8	0	21	7	0	-8	1	8
O=C(/C=C/Nc1ccc(F)c(Cl)c1)c1ccco1	3	3	1	11	-3	13	24	1	11
COCc1nc(-c2cc(Br)ccc2OC)no1	9	-3	2	1	-14	-1	1	1	-9
O=C(O)CCCNc1ccc(S(=O)(=O)Nc2ccccc2C(=O)O)cc1C(=O)O	3	-6	-6	5	9	3	0	0	8
CCOC(=O)c1[nH]c(C)c(C(=O)NCCCOC(C)C)c1C	3	-2	-1	10	7	2	19	1	8
Cc1ccc(SCCC(=O)NCC2CCCO2)cc1 (centres undefined)	7	7	4	-40	-5	8	nt	1	-7
COc1ccc(N2C(=O)C3CCCN3C2c2ccc(C)cc2)cc1Cl (centres undefined)	3	3	-2	1	-4	8	8	-1	1
COc1ccc(NC(=O)Cn2cccc2)cc1Cl	-1	5	7	20	10	8	6	4	13
COC(=O)c1cc(OC)c(OC)cc1NC(=O)c1cnccn1	5	-4	2	-14	-22	-10	1	-3	-9
CC1(C)O[C@@H]2C[C@H]3[C@@H]4C[C@H](F)C5=CC(=O)CC[C@]5(C)[C@H]4[C@@H](O)C[C@]3(C)[C@]2(C(=O)CO)O1	-1	-1	-5	-32	-2	5	14	nt	-7
Cc1ccc(S(=O)(=O)N2CCN(S(C)(=O)=O)C2c2ccccc2)cc1 (centres undefined)	6	6	6	16	8	9	8	3	9
CCC(C)NC(=O)CN(c1ccc(OC)cc1)S(=O)(=O)c1ccc(NC(C)=O)cc1 (centres undefined)	17	4	1	1	10	-1	1	-1	7
COc1cccc(C(=O)N2CCN=C2SCc2cccnc2)c1OC	5	1	11	7	22	7	-3	4	11
CCC(=O)Nc1ccc(C(=O)c2ccccc2)cc1	0	-6	5	-44	17	5	-6	-2	-2
COCCCN1C(=O)C(=O)/C(=C(/O)c2ccc(OCC(C)C)cc2C)C1c1cccnc1 (centres undefined)	11	-3	0	8	16	-2	2	-1	5
COC(=O)[C@@H](NC(=O)NC(C)CCc1ccccc1)C(C)C (some centres undefined)	5	13	4	0	-4	6	5	7	-4
O=C1NC(c2ccc3c(c2)OCO3)Nc2ccccc21 (centres undefined)	-2	2	0	-6	12	0	-84	5	11
O=C(Nc1ccccc1C(=O)N1CCCC1)c1cccc(S(=O)(=O)N2CCCCCC2)c1	3	-3	2	14	0	5	29	6	10
Cn1cnnc1SCc1ccc(C(=O)O)cc1	7	13	1	2	10	3	12	7	2
CCOc1cccc(C(=O)N(Cc2ccc(F)cc2)C2CCS(=O)(=O)C2)c1 (centres undefined)	4	3	8	-23	9	6	0	1	-2
CC1Cn2c(CCc3ccccc3)nnc2S1 (centres undefined)	4	13	2	-35	-3	9	15	5	-2
Cc1ccc(CCNC(=O)C2CCN(C(=O)N(C)C)CC2)cc1	10	-5	7	18	16	2	-13	1	11
N=c1ncn(CC(O)CN2CCOCC2)c2nc(N3CCOCC3)[nH]c12 (centres undefined)	5	13	1	-33	-9	2	0	0	-6
COc1ccc(C2C(C#N)=C(N)Oc3n[nH]c(C)c32)cc1Cn1nnc2ccccc21 (centres undefined)	10	11	0	1	7	12	17	4	2
O=C(Cc1cccs1)Nc1nnc(-c2ccncc2)s1	14	6	5	6	11	4	-3	-1	7
CCCN1CCN(C(=O)Cn2ncc3ccccc32)CC1	0	4	-4	-50	-2	2	-2	0	-12
O=C(c1ccco1)c1n[nH]nc1-c1ccccc1	9	-3	7	3	15	-2	-3	-8	0
CO[C@@]1(NC(=O)CSCC#N)C(=O)N2C(C(=O)O)=C(CSc3nnnn3C)CS[C@@H]21	-1	9	3	2	-5	11	1	7	11
COC(=O)CCN(C(C)=O)c1ccc(N)cc1	10	8	4	8	7	11	3	5	13
Cc1ccc(C2Nc3ccccc3C(=O)N2Cc2ccco2)cc1 (centres undefined)	2	17	5	5	1	7	-21	-2	10
Cc1onc(-c2c(F)cccc2Cl)c1C(=O)OCN1C(=O)c2ccccc2C1=O	6	13	2	13	10	7	11	6	10
CCOC(=O)c1ccc(N2C(=O)c3n[nH]c(C)c3C2c2ccc(OC)cc2)cc1 (centres undefined)	5	3	4	8	30	1	6	5	7
O=C(c1ccncc1)N(Cc1ccccc1)Cc1nc2ccccc2c(=O)[nH]1	5	1	8	-1	23	3	-3	-3	-1
CC(C)(C)NCC(O)c1cc(O)cc(O)c1 (centres undefined)	-18	-6	2	-118	-2	12	-9	4	-8
N#Cc1c(NC(=O)CN2CCCCC2)sc2c1CCC2	7	-2	-1	0	8	3	nt	-1	0
O=C(CN1C(=O)C2(OCCCO2)c2ccccc21)NCc1ccccc1	-2	17	0	-7	5	6	14	7	9
CCP(=O)(CC)c1cccc(N)c1	0	12	1	0	-22	8	21	6	-2
S=C(c1ccc(N2CCOCC2)cc1)N1CCCCC1	-2	12	3	-1	-12	4	10	11	-7
CCCCCn1c(N2CCN(c3cccc(Cl)c3)CC2)nc2c1c(=O)[nH]c(=O)n2C	5	1	3	9	14	9	-4	2	7
CCn1cc(C(=O)NC2CCC(C)CC2)c(=O)c2cc(S(=O)(=O)N3CCCCC3)ccc21 (centres undefined)	2	0	2	2	6	1	-1	-1	2

Going on with the list.
SMILES	FXIa mix inh	CatS inh	CatB mixtures	C1s block	AP complement	Ec RNAP inh	CatL block	CatB inh	Cathepsin G inh
Cc1onc(-c2c(F)cccc2Cl)c1C(=O)OCC(=O)NCc1ccco1	-22	-19	-4	-136	16	1	-3	5	-15
COc1ccc(N2CCN(C3CC(=O)N(Cc4ccc(N5CCCC5=O)cc4)C3=O)CC2)cc1 (centres undefined)	5	1	1	-8	8	8	9	-1	11
CC1(C)Cc2cccc(OCC(=O)Nc3cccnc3)c2O1	2	-4	-1	12	9	3	10	0	9
O=C(NCc1ccc2c(c1)OCO2)c1nn2cccnc2c1Cl	-3	10	0	4	-4	4	13	6	10
CCOC(=O)C1C(c2ccccc2Cl)NC(=O)N(C)C1(O)C(F)(F)F (centres undefined)	-6	1	-1	-30	8	12	27	-1	3
CCOc1ccc(CN2CCNC(=O)C2CC(=O)OC)cc1 (centres undefined)	0	-5	1	-1	7	4	nt	-2	-1
O=C(OCc1c(Cl)cccc1Cl)c1ccccn1	4	2	-3	0	-7	5	nt	-1	2
N#Cc1cc2c(nc1SCC(=O)NCc1ccc3c(c1)OCO3)CCCCC2	4	10	5	-11	-32	2	10	8	-9
CCOc1ccc(Cc2nnc(N)s2)cc1OCC	3	4	-2	7	-1	0	-1	-2	-13
O=S(=O)(c1ccc(Cl)cc1)N1CCN(c2ccc(N3CCOCC3)nn2)CC1	6	-1	4	4	0	9	-34	3	11
COc1cc(N)cc(NC(=O)c2ccncc2)c1	8	5	6	7	2	9	-2	-3	0
CC1(C)CC(=O)C(C=Nc2ccncc2)=C(O)C1	4	2	3	-10	-7	0	4	6	-4
O=C1CCCC2=C1C(c1ccsc1)CC(=O)N2c1ccccc1 (centres undefined)	12	0	1	4	7	-10	0	-1	1
CN1CCN(C(=O)C23CC4CC(CC(C4)C2)C3)CC1	10	8	2	18	7	7	nt	1	10
CCN(CC)CCCNS(=O)(=O)c1ccc(OC)cc1	12	17	2	1	4	2	6	-1	3
COc1ccc(S(=O)(=O)N(C)CC(=O)O)c2ccccc12	9	-13	5	5	15	-1	-7	-4	0
CCOC(=O)c1[nH]c(C)c(C(=O)NCC2CCCO2)c1C (centres undefined)	1	6	-6	14	14	7	1	3	38
N=c1c(C(=O)NCc2ccccc2)cc2c(=O)n3ccccc3nc2n1CCCN1CCOCC1	-3	25	0	-81	-8	0	-127	-1	-17
Fc1cccc(Cl)c1Cn1nnc2c(N3CCC4(CC3)OCCO4)ncnc21	9	-4	-1	-1	14	0	-6	3	1
CCOCCc1nnc(NC(=O)CSc2ccccc2)s1	-2	1	2	3	4	6	-9	3	-4
O=C1CC(N2CCC(c3nc4ccccc4o3)CC2)C(=O)N1c1ccc(Cl)cc1 (centres undefined)	7	-3	-4	0	18	-2	-1	-4	3

High-throughput results (PubChem)
